influenza NS1A: NS1A inhibition, H1N1 influenza, cell based functional assay (AID 504329) | NS1A functional cell-based assay, percent inhibition; higher % means a stronger effect | inhibition, % at 12.5 µM, or IC50 in µM where a hit was titrated | hit rate 0.3% among 340,000; in the data active means a potency from the dose series; inconclusive means inhibition above about 27% without an active follow-up result; further: strong numbers were not always called active
PhoP GFP inhibition: PhoP regulon inhibitors, Salmonella typhi PhoP promoter GFP reporter, confirmatory (AID 1850); Salmonella Typhi PhoP-promoter GFP reporter, fluorescence, 4 h; higher % means a stronger effect; one-dose inhibition, % at 50 µM; IC50 in µM for titrated hits; hit rate 0.33% among 310,000; in the data active means a potency from the dose series; inconclusive means inhibition mostly from about 25% at the one dose, without a potency; inactive means the rest, 99 in 100 with inhibition below about 19%;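 further: 0% = induced wells with vehicle and 100% = uninduced wells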
VEEV TC-83 Vero: inhibitors of VEEV TC-83 cytopathic effect, confirmation, Vero cells (AID 588727); inhibition, % at 20 µM; hits with a dose series show IC50 in µM; Vero cells, VEEV TC-83 cytopathic effect inhibition; higher % means a stronger effect; hit rate 0.13% among 350,000; in the data active means a potency from the dose series; inconclusive means inhibition mostly from about 14% at the one dose, without a potency; inactive means the rest, 99 in 100 with inhibition below about 12%; further: strong numbers were not always called active
M. tuberculosis HTS: M. tuberculosis growth inhibition, HTS (AID 449762); M. tuberculosis H37Rv growth inhibition, 7H9 media; higher % means a stronger effect; hit rate 0.59% among 330,000; one-dose inhibition, % at 25 µM; IC50 in µM for titrated hits; in the data active means a potency from the dose series; inconclusive means inhibition above about 70% without an active follow-up result;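 further: bacterial growth assessed after seven days of incubation; strong numbers were not always called active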
M. tuberculosis: growth inhibition of non-replicating M. tuberculosis (AID 488890); Mycobacterium tuberculosis non-replicating, growth inhibition; higher % means a stronger effect; inhibition, % at 25 µM; hits with a dose series show IC50 in µM; hit rate 0.39% among 320,000; in the data active means a potency from the dose series; inconclusive means inhibition mostly from about 82% at the one dose, without a potency; inactive means the rest, 99 in 100 with inhibition below about 76%;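 further: plate controls were DMSO cells for no effect and high antibiotic wells for full effect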
VEEV TC-83 Vero 10K pilot screen: recorded beside VEEV TC-83 Vero, whose call it bears; inhibition, %; measured here: 10K pilot screen inhibition
* marks the source's active call; other numbers are inactive results; i = inactive; ? = inconclusive; / = no result given; & = joins results of further samples.

SMILES	influenza NS1A	PhoP GFP inhibition	VEEV TC-83 Vero	M. tuberculosis HTS	M. tuberculosis	others
COc1c(C)cc(C(=O)C2CCCN(Cc3cccc4nccnc34)C2)cc1C (stereo not drawn)	6%	-7%	0.8%	6%	-4%
Cc1cc(C)c(S(=O)(=O)Nc2ccncc2)cc1C	-7%	-9%	i	-1%	7%
Cc1ccc(OCCOc2ccc(S(=O)(=O)N3CCCC3)cc2C(N)=O)cc1	3%	/	i	1%	-1%
COc1ccc(C(=O)NC(C)Cc2cnccn2)cc1OC1CCN(C(C)C)CC1 (stereo not drawn)	-2%	-8%	1.1%	-13%	-19%
COc1ccc(/C(C)=N\n2cnnc2)cc1	-9%	7%	0.8%	-5%	-6%
Cc1ccc(-c2nc3ccccc3c(=O)n2-c2ccccn2)cc1	-3%	-7%	1.0%	-3%	29%
CCC(=NC)C1=C(O)CC(c2ccccc2)CC1=O (stereo not drawn)	-8%	3%	1.7%	-5%	56%
CCOC(=O)[C@H]1[C@H]2COc3ccc(C)cc3[C@@H]2N2C(=O)c3cc(Br)ccc3NC(=O)[C@@]12C	-11%	/	4.9%	0%	64%
CCC(=O)Nc1ccc(S(=O)(=O)c2ccc(NC(=O)CC)cc2)cc1	9%	-15%	i	-8%	25%
Cc1cc(Br)ccc1SCC(=O)OCC(=O)NC1CCCC1	-14%	-7%	0.2%	-4%	36%
Cc1cc(OCC(=O)NC(C)C)cc(C)c1Cl	11%	-7%	6.0%	2%	15%
COc1ccc(N2CC(C(=O)Nc3nnc(SCCC4OCCO4)s3)CC2=O)cc1 (stereo not drawn)	-7%	-6%	1.2%	1%	26%
Cn1cccc1-c1nc2ccc(NC(=O)c3ccc([N+](=O)[O-])cc3)cc2[nH]1	0%	-2%	4.5%	4%	4%
O=C(NCc1ccco1)C(=O)NCC(c1ccco1)N1CCOCC1 (stereo not drawn)	-4%	-16%	1.0%	-18%	-2%
Cc1ccccc1CNC(=O)c1ccccc1N(C)S(=O)(=O)c1ccccc1	-25%	-8%	1.5%	8%	-1%
COc1ccccc1NC(=O)/C=C1\NC(=O)CS1	-5%	14%	0.6%	3%	-10%
CS(=O)(=O)N(CC(=O)Nc1cccnc1)c1ccc2c(c1)OCCO2	0%	-7%	1.0%	-2%	1%
CC(C)(C)c1ccc(C(=O)NCC(=O)OCC(=O)NC(=O)NC2CCCC2)cc1	-2%	/	i	-9%	-2%
CCOC(=O)c1ccc(N2CSC3=C(C#N)C(c4ccc(OC)cc4OC)CC(=O)N3C2)cc1 (stereo not drawn)	-16%	2%	7.3%	-8%	74%
Cc1ccc(S(=O)(=O)N2CCN(C(=O)COC(=O)/C=C/c3ccc(Cl)cc3)CC2)c(C)c1	-6%	/	0.7%	/	/
COc1cc2ccccc2cc1C(=O)Nc1nnc(-c2ccncc2)o1	35%	-7%	9.2%	25%	26%
Nc1n[nH]c2cc(=O)n(-c3cccc(C(F)(F)F)c3)nc12	-6%	3%	i	-12%	-3%	VEEV TC-83 Vero 10K pilot screen=0.5
CCc1cccc(CC)c1NC(=S)NCC(c1cccnc1)N(C)C (stereo not drawn)	-2%	2%	0.5%	-2%	-10%
COc1ccc(Cl)cc1NC(=S)N1CCC(c2ccc(C)cc2)C1 (stereo not drawn)	-3%	10%	i	0%	13%
Cn1c(NCc2ccccc2)nc2c1c(=O)n(Cc1ccc(Br)cc1)c(=O)n2C	12%	2%	11%	49%	23%
COc1ccc(S(=O)(=O)NN=C2CCCCC2)cc1	0%	-1%	0.6%	-4%	2%
CC(C)N(Cc1nc(-c2ccc3c(c2)OCO3)no1)CC1CCC(=O)N1 (stereo not drawn)	2%	-19%	1.9%	4%	20%
COc1ccc(OC)c(Nc2nc3ccccc3n3cnnc23)c1	-3%	14%	i	5%	5%
COC(=O)c1ccc(NCC(=O)N2CCCCCC2)cc1	/	5%	/	-1%	14%
CCOc1ccc2oc(C(=O)NCC(C)(C)CN(C)C)c(C)c2c1	20%	12%	1.0%	1%	4%
O=C(CN1C(=O)c2ccccc2S1(=O)=O)NCc1ccco1	-3%	4%	1.1%	-2%	-18%	VEEV TC-83 Vero 10K pilot screen=0.0
COc1ccc(Cn2c(-c3ccc(C)cc3)nc3c(c(=O)c4ccccc4n3C)c2=O)cc1	1%	-2%	0.6%	-6%	-14%
CSc1ccccc1NC(=S)NC1CCCCC1	5%	-2%	0.1%	7%	?
COc1ccc(OCC(=O)NCCc2c[nH]c3ccccc23)cc1	5%	11%	0.2%	3%	6%
CN1C(=O)NC(c2cccc(O)c2)C(C(=O)c2cccs2)C1(O)C(F)(F)F (stereo not drawn)	5%	40µM*	0.5%	-10%	?
CN(C)CCCC(C)(O)C(C)(C)c1ccccc1 (stereo not drawn)	3%	-6%	0.1%	-6%	0%
O=[N+]([O-])c1ccc(N2CCc3ccccc3C2)nc1	-3%	-1%	i	9%	?
Cc1ccc(COc2ccc(S(=O)(=O)N3CCCC3)cc2C(N)=O)cc1	-29%	-9%	1.8%	4%	1%
Cc1ccc(C(O)CN2C3=NCCN3c3ccccc32)cc1 (stereo not drawn)	-13%	3%	1.2%	0%	3%
CCOC(=O)C1=C(C)NC2=C(C(=O)CCC2)C1c1coc2ccccc2c1=O (stereo not drawn)	-6%	-7%	i	-4%	9%
CN(CCc1cnn(C)c1)Cc1cn(C)nc1-c1ccccc1F	6%	5%	0.2%	0%	4%
COc1ccc(/C=C/C(=O)OCC(=O)Nc2cccc(S(=O)(=O)NC3=NCCCCC3)c2)cc1	-7%	/	i	10%	30%
CCc1cccc2c(C(=O)COC(=O)C3=NNC(=O)CC3)c[nH]c12	-11%	-7%	i	4%	1%
COc1c(C)cc(C(=O)C2CCCN(C(=O)c3ccc4[nH]ccc4c3)C2)cc1C (stereo not drawn)	-1%	-8%	1.6%	-3%	2%
O=C(c1ccco1)N1CCN(Cc2c(F)cccc2Cl)CC1	-1%	3%	i	33%	27%

Molecules above containing a furan ring, fused or not:
SMILES	influenza NS1A	PhoP GFP inhibition	VEEV TC-83 Vero	M. tuberculosis HTS	M. tuberculosis	others
O=C(NCc1ccco1)C(=O)NCC(c1ccco1)N1CCOCC1 (stereo not drawn)	-4%	-16%	1.0%	-18%	-2%
CCOc1ccc2oc(C(=O)NCC(C)(C)CN(C)C)c(C)c2c1	20%	12%	1.0%	1%	4%
O=C(CN1C(=O)c2ccccc2S1(=O)=O)NCc1ccco1	-3%	4%	1.1%	-2%	-18%	VEEV TC-83 Vero 10K pilot screen=0.0
O=C(c1ccco1)N1CCN(Cc2c(F)cccc2Cl)CC1	-1%	3%	i	33%	27%

Carrying on:
SMILES	influenza NS1A	PhoP GFP inhibition	VEEV TC-83 Vero	M. tuberculosis HTS	M. tuberculosis	others
Cc1ccc(SCc2nnc(NC(=O)c3ccccc3)s2)cc1	-12%	1%	3.7%	-5%	0%
Cc1ccc(C(=O)NNC(=S)NC(=O)c2ccco2)cc1	-6%	-12%	24µM*	?	?
CC/C(=N\NS(=O)(=O)c1ccc(C)cc1)c1ccco1	-9%	5%	i	13%	-13%
COc1cccc(C(c2c(C)[nH]n(-c3ccccc3)c2=O)c2c(C)[nH]n(-c3ccccc3)c2=O)c1OC	11%	3%	i	10%	39%
Cn1c(C(=O)OC(C(=O)NC2CCCCC2)c2ccncc2)cc2sccc21 (stereo not drawn)	-2%	-11%	i	-15%	-14%
O=C(CCCSc1nc2ccccc2[nH]1)N1CCN(c2ccccc2)CC1	-5%	-2%	1.8%	2%	48%
O=[N+]([O-])c1ccc(NC(=S)NCCc2ccc(F)cc2)cc1	4%	-5%	3.8%	?	?
COc1ccccc1NC(=O)C(=O)N1N=C(C(C)C)CC1(O)C(F)(F)F (stereo not drawn)	-6%	1%	1.4%	-12%	79%
CN(CC(=O)Nc1cccc(F)c1)C(=O)CC1CCCCC1	-2%	2%	0.4%	-3%	21%
O=C(Nc1cccs1)Nc1ccccc1Br	4%	-10%	i	6%	78%	VEEV TC-83 Vero 10K pilot screen=0.0
COc1ccc(C(=O)Nc2ccc(C(=O)O)cc2NC(=O)c2ccc(OC)cc2)cc1	4%	12%	i	11%	-3%
O=C1c2oc3ccccc3c(=O)c2C(c2cccc(Br)c2)N1Cc1ccco1 (stereo not drawn)	1%	1%	i	4%	3%
CCc1cccc(NC(=O)CCCSc2nc3ccccc3[nH]2)c1	-9%	?	1.2%	39%	?
CCn1nnnc1SCC(=O)NNC(=O)C1CCCCC1	-6%	-2%	2.7%	-6%	24%	VEEV TC-83 Vero 10K pilot screen=0.1
N=c1c2c(-c3ccccc3)c(-c3ccccc3)n(Cc3ccco3)c2ncn1Cc1ccco1	-5%	8%	i	?	?
Fc1ccc(-c2nc3c(-c4ccccc4)cnn3cc2CCN2CCOCC2)cc1	6%	-13%	8.4%	7%	15%
Cc1nc2sc(-c3ccccc3)cc2c(=O)n1N	-23%	1%	0.5%	1%	-9%
COc1cc(/C=C2/SC(=S)N(CC(=O)Nc3cccnc3)C2=O)cc(OC)c1OC	12%	4%	0.7%	6%	1%
O=C(Cc1csc(-c2ccccc2)n1)Nc1ccc(C(F)(F)F)cc1	2%	-5%	i	-3%	22%	VEEV TC-83 Vero 10K pilot screen=0.1
Cc1c(CC(=O)N2CCN(C(=O)C3COc4ccccc4O3)CC2)c(=O)oc2cc(O)c(Cl)cc12 (stereo not drawn)	-9%	5%	0.8%	0%	20%
COC(=O)c1c(-c2ccc(S(C)(=O)=O)cc2)sc2cc(OC)ccc12	-10%	/	0.9%	11%	37%
CC(C)(C)C(=O)C(Cl)C(=O)Nc1ccccc1 (stereo not drawn)	15%	0%	5.9%	0%	?
CN(CC(=O)Nc1ccc(F)cc1)CC(=O)N(C)C1(C#N)CCCCC1	5%	/	0.2%	1%	-5%
CC(C)(C)c1cc[n+](-c2[nH]c(=O)sc2/C=N/N=C(\[O-])c2ccccc2)cc1	5%	-2%	4.5%	1%	-8%
COc1ccc(-n2c(COc3ccc4ccccc4c3)nnc2SCC(=O)NCc2ccco2)cc1	8%	-7%	i	32%	24%
CCSc1nnc(Cc2cc(=O)[nH]c(=O)[nH]2)n1-c1ccc(F)cc1	-16%	5%	0.3%	-10%	-5%
Cc1ccccc1NC(=O)Cc1nnc(SCC(=O)NC2CCCC2)n1C	-1%	4%	0.4%	-5%	-3%
O=C(Nc1ccccc1)OCCCCCOC(=O)Nc1ccccc1	-4%	-1%	0.0%	3%	48%
O=c1oc(-c2ccccc2)nc2ccsc12	7%	5%	1.0%	?	?
CN(C(=O)c1ccc(NC(=O)Cc2cccc(NC(=O)C3CCN(C(=O)C4CCC4)CC3)c2)cc1)C1CC1	-4%	/	0.2%	/	/

Fetched by compound from above, 4 records:
SMILES	influenza NS1A	PhoP GFP inhibition	VEEV TC-83 Vero	M. tuberculosis HTS	M. tuberculosis	others
CCSc1nnc(Cc2cc(=O)[nH]c(=O)[nH]2)n1-c1ccc(F)cc1	-16%	5%	0.3%	-10%	-5%
COc1ccc(-n2c(COc3ccc4ccccc4c3)nnc2SCC(=O)NCc2ccco2)cc1	8%	-7%	i	32%	24%
Fc1ccc(-c2nc3c(-c4ccccc4)cnn3cc2CCN2CCOCC2)cc1	6%	-13%	8.4%	7%	15%
Cc1c(CC(=O)N2CCN(C(=O)C3COc4ccccc4O3)CC2)c(=O)oc2cc(O)c(Cl)cc12 (stereo not drawn)	-9%	5%	0.8%	0%	20%

The list goes on.
SMILES	influenza NS1A	PhoP GFP inhibition	VEEV TC-83 Vero	M. tuberculosis HTS	M. tuberculosis	others
CN(C(=O)c1ccncc1)C1CCS(=O)(=O)C1 (stereo not drawn)	7%	-6%	i	-6%	-6%
Cc1ccc(N(CC(O)Cn2c3ccccc3c3ccccc32)S(C)(=O)=O)cc1 (stereo not drawn)	-1%	6%	3.6%	4%	4%
COc1ccc(C(=O)Oc2ccc3ccc(=O)oc3c2)cc1	23%	14%	0.4%	12%	80%
O=C(O)c1cccc(N2C(=O)c3cccc(Oc4ccc(Cl)cc4)c3C2=O)c1	6%	-8%	i	-6%	6%
O=C(OCCN1CCOCC1)c1cccnc1	-25%&-8%	20%&16%	1.2%&1.4%	-3%&0%	-6%&1%
O=C(Nc1nncs1)C1COc2ccccc2O1 (stereo not drawn)	5%	1%	0.2%	1%	4%
C1=C[C@H]2CC[C@@H]1N(c1ccccc1)O2	-23%	/	2.1%	/	/
COC(=O)c1ccc(NC(=O)CSc2nncn2-c2ccccn2)cc1	-31%	4%	0.1%	3%	0%
COc1ccccc1CNC(=O)CCC(=O)N1CC(C)Sc2ccccc21 (stereo not drawn)	8%	-2%	0.8%	-19%	6%
O=C(O)C1CC(=O)N(Cc2ccccc2)C1 (stereo not drawn)	8%	5%	4.7%	-8%	-12%
